High-throughput results as filed in PubChem BioAssay.
RSV antiviral HEp-2 = RSV antiviral activity via CPE protection, HEp-2 cells, primary 10 µM value included (AID 2391); HEp-2 cells, RSV-induced CPE inhibition; higher % means a stronger effect; CPE inhibition, % at 10 µM; hits with a dose series show IC50 in µM; 310,000 tested, 0.13% active; in the data active = a potency from the dose series; also: strong numbers were not always called active
NTR1 ag = NTR1-driven beta-arrestin-GFP spot formation – imaging, U2OS cells, high content, primary screen (AID 493036) | agonist mode | activation, % at 20 µM | 330,000 tested, 0.17% active;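 active = activation at or above 40% of the spot to cytoplasm intensity ratio, with at least 20 cells analyzed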;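 also: 0% = DMSO without peptide and 100% = 100 nM NTR1 peptide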
Target sequence (P30989 whole entry, looked up): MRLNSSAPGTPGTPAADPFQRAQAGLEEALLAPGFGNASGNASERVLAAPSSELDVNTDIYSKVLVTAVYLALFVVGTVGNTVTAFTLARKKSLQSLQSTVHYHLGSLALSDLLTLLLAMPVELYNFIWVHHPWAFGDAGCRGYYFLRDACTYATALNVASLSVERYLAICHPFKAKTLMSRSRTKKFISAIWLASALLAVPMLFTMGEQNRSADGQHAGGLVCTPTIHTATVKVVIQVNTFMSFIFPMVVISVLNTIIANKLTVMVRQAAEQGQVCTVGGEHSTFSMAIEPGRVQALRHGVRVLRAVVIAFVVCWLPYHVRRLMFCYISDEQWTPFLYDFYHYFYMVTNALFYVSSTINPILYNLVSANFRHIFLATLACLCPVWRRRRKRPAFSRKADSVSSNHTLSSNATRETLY
TNAP activators = human TNAP enzyme activators, primary screen, biochemical, luminescent, no phosphate acceptor, uHTS (AID 1001); purified TNAP, luminescent activation assay, no phosphate acceptor; higher activation fold means a stronger effect; activation fold at 20 µM, or EC50 in µM where a hit was titrated; 200,000 tested, 0.03% active; in the data active = activation fold from about 3, or a potency from the dose series; inactive = the rest, 99 in 100 with activation fold below about 1.6; also: many of its hits are not listed in these tables
Rac1 GTP hydrolysis = MgcRacGAP GTPase-activating activity inhibitors, confirmation, biochemical, ADP Hunter fluorescence; 340,000 tested, 0.6% active; one-dose inhibition, % at 30 µM; IC50 in µM for titrated hits; MgcRacGAP-stimulated Rac1 GTP hydrolysis, ADP Hunter fluorescence; higher % means a stronger effect; GST-tagged Rac1 F28L mutant substrate;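 active = first-screen hits whose inhibition reached a set limit at any dose in the follow-up dose series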;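 also: fluorescence reports GDP produced by GAP-driven GTP hydrolysis; strong numbers were not always called active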
SV40 large T antigen = TAg ATPase/helicase activity blockers – biochemical (AID 1903). SV40 large T antigen ATPase/helicase inhibition assay; higher % means a stronger effect. one-dose inhibition, % at 20 µM; IC50 in µM for titrated hits. 310,000 tested, 0.39% active; in the data active = a potency from the dose series; also: strong numbers were not always called active
PhoP inhibition = inhibitors of PhoP regulon expression, primary screen, Salmonella Typhimurium, GFP reporter (AID 1863); S. Typhimurium PhoP-regulated promoter GFP reporter, 4 h; higher % means a stronger effect; inhibition, % at 50 µM, or IC50 in µM where a hit was titrated; 300,000 tested, 0.16% active;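 active = inhibition over 29.93%, a cutoff 3 SD above the screen mean, later confirmed by dose response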;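 also: 0% = low Mg2+ inducing control and 100% = high Mg2+ repressing control; strong numbers were not always called active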
UTI89 phage lysis = protection from phage-mediated lysis, alamar blue read-out – E. coli UTI89, K1F phage, bacterial capsule biogenesis inhibitors (AID 488966); E. coli UTI89 K1F phage lysis, alamar blue, 2 h; higher % means a stronger effect; one-dose inhibition, % at 100 µM; IC50 in µM for titrated hits; 340,000 tested, 0.02% active;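 active = phage lysis inhibition, versus mean bacterial control, above a set limit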;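 also: capsule biogenesis inhibitors block K1F phage lysis so surviving cells raise fluorescence; higher fluorescence means more inhibition of phage lysis; actives were called in the ten point dose series up to 300 µM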
Myeloid diff 2 = compounds promoting myeloid differentiation; ER-HoxA9 myeloid progenitors, lysozyme-GFP differentiation, flow cytometry; calls only at 10 µM; 360,000 tested, 1% active;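 active = normalized GFP-positive differentiation at or above the plate's own cutoff, the solvent-only control mean plus 3 SD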;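 also: cells exposed to compound for four days before flow analysis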
T cell HTS = T cell immune modulation candidate; 330,000 tested, 0.068% active; calls only at 7 µM; 2C CD8+ T cell-vesicle binding, flow cytometry; stronger effect = lower value;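 active = response, share of CD8 T cells binding vesicles, and their 90th percentile fluorescence all below set limits, cut at about 80% in these data, passing the limit was not always enough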
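Benchmarks: naked versus QL9-loaded vesicles / Assay system: purified 2C TCR transgenic mouse naive CD8+ T cells / Technique: high-throughput flow cytometry with anti-B7-1 and anti-CD8 staining / Timing: Cell–vesicle co-incubation 1.5 h at 37 °C, staining 20 min on ice / Read-out: percent CD8+ FL2 mean versus row control / Probe or stimulus: QL9-loaded Drosophila micro-vesicles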
T cell HTS vesicle-bound % = recorded beside T cell HTS, whose call it bears; double positive events, %; measured here: CD8+ vesicle-bound cell fraction;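 binding gate set so that unloaded-vesicle control wells show 10% double positive cells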
NTR1 ag cell count 20 µM = also measured in NTR1 ag; calls as there; cell count; measured here: cell count, cytotoxicity flag
Myeloid diff 2 GFP+ MAC1+ % = second read-out of Myeloid diff 2, no call of its own (marks repeat the call); GFP+ MAC1+ double positive, %; measured here: differentiation confirmed by MAC1 staining
Starred values were filed as active, the others as inactive; i = inactive; . = no result given; [ ] = another dose, or the depositor's remark.

SMILES | RSV antiviral HEp-2 | NTR1 ag | NTR1 ag cell count 20 µM | TNAP activators | Rac1 GTP hydrolysis | SV40 large T antigen | PhoP inhibition | UTI89 phage lysis | Myeloid diff 2 | Myeloid diff 2 GFP+ MAC1+ % | T cell HTS | T cell HTS vesicle-bound %
CCOC(=O)c1c(C)n(C(C)C)c2ccc(OC)cc12 | 6.3% | 4.6 | 76 | . | 9% | 20% | -1% | 0.1% | i | 0.2 | i | 38
c1ccc(CCN2CCC(N3CCN(c4ccccc4)CC3)CC2)cc1 | -1.3% | 0.1 | 52 | 1.2 | 2% | 10% | 7% | -0.7% | i | 4.4 | i | 14
CCN(CC)c1ccc(/C=C/[N+](=O)[O-])cc1 | 1.8% | 30 | 39 | 0.6 | 8% | 19% | -18% | -0.4% | i | 0.0 | i | 29
CNC(=O)Oc1ccc(N(C)C)cc1C(C)C | 0.4% | 0.3 | 41 | . | 9% | 49% | -6% | 0.2% | i | 0.3 | i | 24
Cc1cc(OCC(=O)NCc2cccnc2)c2c3c(c(=O)oc2c1)CCCC3 | 10% | 0.0 | 63 | . | 11% | 8% | -1% | -0.3% | i | 1.7 | i | 52
CCOc1ccc(-n2c(CC)nc3ccccc3c2=O)cc1 | 0.2% | 2.0 | 75 | 1.1 | 1% | 3% | 15% | 0.3% | i | 3.0 | i | 28
CN(C)c1ccc(/C=C2\CC3C4CC=C5CC(O)CCC5(C)C4CCC3(C)C2=O)cc1 (stereo not drawn) | 3.8% | 4.3 | 66 | 1.2 | 4% | -9% | 0% | 0.0% | i | 0.9 | i | 33
Cc1ccccc1CN1CCN(c2ccc(Cl)cc2)CC1 | 6.3% | -0.9 | 86 | 1 | 20% | 5% | 11% | 0.0% | i | 0.7 | i | 65
CC1(C)CC(n2[nH]c(=O)c3c2NC(=O)CSC3c2ccccc2)CCO1 (stereo not drawn) | 0.8% | -0.6 | 78 | 1 | 10% | 21% | 21% | 0.6% | i | 0.6 | i | 32
O=C1CCCN1c1ccc(S(=O)(=O)O)cc1 (tested in a mixture with another compound) | 1.1% | 1.3 | 59 | 1.1 | 3% | 5% | -2% | -1.4% | i | 1.7 | i | 40
O=C(O)c1ccccc1N=Nc1c(O)[nH]c(=O)[nH]c1=O | -1.5% | 2.0 | 46 | . | 8% | 15% | -3% | -0.6%[50 µM] | i | 0.5 | i | 51
Cc1c2cnn(CC(=O)N3CCC4(CC3)OCCO4)c(=O)c2c(C)n1Cc1ccc(F)cc1 | -0.1% | -0.2 | 52 | 1.1 | 6% | 14% | -8% | -0.1% | i | 1.2 | i | 27
Cc1ccc(Cn2nc(C(=O)Nc3ccc(Br)cc3)cc2C)cc1 | 1.0% | 4.7 | 75 | . | 12% | -1% | 14% | 0.4% | i | 0.6 | i | 18
Cc1ccc(NC(=O)c2cc(-c3ccccc3)n(CCCN3CCOCC3)c2C)cc1 | 0.6% | 0.2 | 55 | . | . | 13% | -4% | . | i | 0.0 | i | 33
O=C1C2C3CCC(O3)C2C(=O)N1c1cccc(F)c1 (stereo not drawn) | . | -0.7 | 33 | . | . | 13% | . | . | i | 0.3 | i | 59
CC(C)(C)N(NC(=O)c1ccccc1)C(=O)c1ccccc1 | 1.3% | -1.0 | 86 | 1.1 | 3% | 8% | -2% | -0.2% | i | 9.3 | . | .
CN(C)c1nc(OCCNC(=O)COc2ccc(Cl)cc2Cl)nc(N2CCCCC2)n1 | 0.0% | 11 | 59 | 1 | 9% | 9% | 8% | -1.0% | i | 10 | i | 38
O=C1/C(=C\c2ccc([N+](=O)[O-])cc2)N2CCC1CC2 | 2.4% | -0.3 | 76 | 1.1 | 15% | 10% | 0% | -0.1% | i | 0.2 | i | 48
Cc1ccccc1CCNCc1cc2cccc(C)c2[nH]c1=O | 4.2% | 3.0 | 53 | . | -7% | 12% | 1% | 0.2% | i | 0.7 | i | 58
CC(=O)Nc1ccc(N=Cc2c(O)n(Cc3ccco3)c(=O)[nH]c2=O)cc1 | 2.4% | 1.3 | 57 | . | . | 29% | -5% | . | i | 0.4 | i | 37
COC(=O)C1=C(c2ccc(S(C)(=O)=O)cc2)C[C@@H]2CC[C@H]1N2C(=O)NCCCOC(C)C | -0.4% | -2.0 | 79 | . | 5% | -3% | . | 0.1% | i | 1.8 | i | 48
Fc1ccc2c(c1)nnn2C1CCN(Cc2nnnn2CCc2ccccc2)CC1 | 0.5% | -0.7 | 82 | 1.2 | 7% | -12% | -7% | -0.4% | i | 1.5 | i | 4
CCCCNS(=O)(=O)c1ccc(OCC(=O)N2CCN(Cc3ccc4c(c3)OCO4)CC2)cc1 | 0.3% | 0.1 | 53 | . | 11% | -16% | 11% | 1.6%[50 µM] | i | 1.0 | i | 2

By substructure: those above containing a carbonyl joined to an NH by a bond outside any ring (eight)
SMILES | RSV antiviral HEp-2 | NTR1 ag | NTR1 ag cell count 20 µM | TNAP activators | Rac1 GTP hydrolysis | SV40 large T antigen | PhoP inhibition | UTI89 phage lysis | Myeloid diff 2 | Myeloid diff 2 GFP+ MAC1+ % | T cell HTS | T cell HTS vesicle-bound %
CNC(=O)Oc1ccc(N(C)C)cc1C(C)C | 0.4% | 0.3 | 41 | . | 9% | 49% | -6% | 0.2% | i | 0.3 | i | 24
Cc1cc(OCC(=O)NCc2cccnc2)c2c3c(c(=O)oc2c1)CCCC3 | 10% | 0.0 | 63 | . | 11% | 8% | -1% | -0.3% | i | 1.7 | i | 52
Cc1ccc(Cn2nc(C(=O)Nc3ccc(Br)cc3)cc2C)cc1 | 1.0% | 4.7 | 75 | . | 12% | -1% | 14% | 0.4% | i | 0.6 | i | 18
Cc1ccc(NC(=O)c2cc(-c3ccccc3)n(CCCN3CCOCC3)c2C)cc1 | 0.6% | 0.2 | 55 | . | . | 13% | -4% | . | i | 0.0 | i | 33
CC(C)(C)N(NC(=O)c1ccccc1)C(=O)c1ccccc1 | 1.3% | -1.0 | 86 | 1.1 | 3% | 8% | -2% | -0.2% | i | 9.3 | . | .
CN(C)c1nc(OCCNC(=O)COc2ccc(Cl)cc2Cl)nc(N2CCCCC2)n1 | 0.0% | 11 | 59 | 1 | 9% | 9% | 8% | -1.0% | i | 10 | i | 38
CC(=O)Nc1ccc(N=Cc2c(O)n(Cc3ccco3)c(=O)[nH]c2=O)cc1 | 2.4% | 1.3 | 57 | . | . | 29% | -5% | . | i | 0.4 | i | 37
COC(=O)C1=C(c2ccc(S(C)(=O)=O)cc2)C[C@@H]2CC[C@H]1N2C(=O)NCCCOC(C)C | -0.4% | -2.0 | 79 | . | 5% | -3% | . | 0.1% | i | 1.8 | i | 48

Not all compounds are listed; count on the stated rates, not on these rows.
